Source: PubChem
LDHA inh – LDHA (human) enzyme inhibition; purified LDHA, NADH/diaphorase-resazurin fluorescence; active compounds read low; AID 1347041; hit rate 0.15% among 480,000; activity change, % (values are at about 110 or 230 µM); P00338; in the data active = activity change below about -30%; inconclusive = mostly about -25% to -30%;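 note: plate controls were DMSO wells for no effect and wells without enzyme for full effect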
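LDH5 2 nM; NADH 0.06 mM, pyruvate 0.2 mM; 200 mM Tris pH 7.4, EDTA, Tween-20; 5 min RT. Detection: diaphorase 0.133 mg/mL + resazurin 37 µM, fluorescence ex540/em590 at 0 and 20 min; normalized to enzyme-free and DMSO wells.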
ALOX12 inh – blocks human arachidonate 12S-lipoxygenase | AID 1671190 | purified 12hLO, xylenol orange hydroperoxide absorbance | P18054 | hit rate 1.1% among 580,000 | Potency, µM (highest dose often 108 µM), for the others: at the highest dose activity change, negative = inhibition, actives largely listed as inhibitors; active = well fitted inhibition curve with a large enough effect; inconclusive = small, poorly fitted or top-dose-only effect, or another doubt; inactive = no such curve, though single readings can be large or run the other way; note: potency is the fitted concentration of half-maximal effect
Target sequence (P18054 whole entry, looked up): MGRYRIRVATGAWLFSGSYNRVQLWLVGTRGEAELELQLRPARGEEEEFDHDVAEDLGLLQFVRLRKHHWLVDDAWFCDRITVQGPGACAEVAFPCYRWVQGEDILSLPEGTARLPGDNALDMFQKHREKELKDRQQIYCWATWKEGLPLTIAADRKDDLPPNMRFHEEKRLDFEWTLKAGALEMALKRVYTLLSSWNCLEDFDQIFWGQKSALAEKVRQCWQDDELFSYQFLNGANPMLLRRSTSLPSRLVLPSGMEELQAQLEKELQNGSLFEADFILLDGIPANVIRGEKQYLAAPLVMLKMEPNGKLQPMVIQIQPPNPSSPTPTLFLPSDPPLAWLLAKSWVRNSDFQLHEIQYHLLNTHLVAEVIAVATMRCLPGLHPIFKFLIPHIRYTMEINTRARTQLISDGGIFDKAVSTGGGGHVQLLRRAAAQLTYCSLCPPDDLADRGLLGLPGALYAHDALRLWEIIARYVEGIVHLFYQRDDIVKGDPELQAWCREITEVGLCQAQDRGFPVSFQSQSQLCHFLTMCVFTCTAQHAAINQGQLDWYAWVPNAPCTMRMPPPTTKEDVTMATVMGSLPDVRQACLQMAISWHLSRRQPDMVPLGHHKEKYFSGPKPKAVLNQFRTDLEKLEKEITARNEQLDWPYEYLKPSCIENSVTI
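Purified human 12hLO at 150 nM in 25 mM Hepes, 0.01% Triton X-100, pH 7.0, preincubated 15 min at room temperature with compound. Reaction started with 40 uM arachidonic acid, 30 min at room temperature. Hydroperoxide measured by Fe-xylenol orange, 573/405 nm absorbance ratio.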
An asterisk follows results filed as active; ? = inconclusive; [ ] = remark or other dose. Unless noted, % is set by controls: 0 for no effect and ±100 for the full control effect. An excerpt. The share of hits here may be higher or lower than overall.

SMILES | LDHA inh | ALOX12 inh
O=C(Nc1ccccc1)Nc1c(NC2CCCC2)c2ccccc2oc1=O | 1.4 | ?
CN(C(=O)Nc1cccc(OC(F)F)c1)C1CCCCC1 | 0.3 | 36.8%[activator]
COc1ccc(OC)c(C(=O)NCC2(c3ccc(F)cc3)CCOCC2)c1 | 6.1 | ?
Cc1nc(-c2cccc(Cl)c2)sc1C(=O)N1CCN(Cc2ccc(C#N)cc2)CC1 | 9.3 | 6.4%
COc1ccccc1-c1nnc(SCC2CCOCO2)n1-c1ccccc1 (stereo unspecified) | -0.8 | ?
O=c1cc(CN2CCCN(Cc3ccc(C(F)(F)F)cc3)CC2)nc2ccc(Cl)cn12 | -2.3 | 11.3%
CCCOc1ccc(C(F)(F)F)cc1N | -2.3 | ?
CCN1CCN(C(=O)c2cccs2)CC1 | 6.4 | -1.0%
CCN1CCN(c2nc3ccccc3nc2NS(=O)(=O)c2ccccc2)CC1 | 8.1 | ?
CCOC(=O)[C@]12CCCC=C1N(Cc1cccc3ccccc13)C(=O)[C@H](CC(=O)NCCCCc1ccccc1)C2 | 2.8 | 2.5%
COC(=O)[C@@]12C[C@@H](CC(=O)NCC3CCCCC3)C(=O)N(Cc3ccccc3)C1=CCC(C)(C)C2 | 2.0 | -25.4%
Cc1ccc(SCCC(=O)NCCC(C)C)cc1 | 1.3 | -4.4%

An excerpt of these results, as tab-separated lines:
Molecule	LDHA inh	ALOX12 inh
COc1ccccc1-c1nnc(SCC2CCOCO2)n1-c1ccccc1 (stereo unspecified)	-0.8	?
O=c1cc(CN2CCCN(Cc3ccc(C(F)(F)F)cc3)CC2)nc2ccc(Cl)cn12	-2.3	11.3%
CCCOc1ccc(C(F)(F)F)cc1N	-2.3	?
CCN1CCN(C(=O)c2cccs2)CC1	6.4	-1.0%

Next part:
SMILES | LDHA inh | ALOX12 inh
COC(=O)c1cccc(OC(=O)c2ccccc2C)c1 | 5.8 | -1.9%
Cc1ccc(C)c(S(=O)(=O)Nc2cccc3cccnc23)c1 | 9.8 | 28.8%
Cc1cccc(NC(=O)Cc2c(C)nc3nc(-c4cccs4)nn3c2C)c1 | -5.0 | -6.3%
Cc1ccc(C2CCCN2C(=O)Nc2ccccc2Cl)cc1 (stereo unspecified) | 0.0 | 1.0%
CCNC(=O)C(=O)NCCc1c[nH]c2ccccc12 | 0.3 | 42.3%[activator]
CN(C)S(=O)(=O)c1cccc(C(=O)Nc2ccc(N3CCCCC3)c3ccncc23)c1 | 67.8 | ?
Cc1cccc(CN2CCC(CNC(=O)Nc3cn(C)c(=O)c4ccccc34)CC2)c1 | -0.4 | ?
COC(=O)C[C@H]1CC[C@H](NC(=O)Nc2ccccc2OC)[C@@H](CO)O1 | -8.1 | -3.0%
Cc1nc2nc(NCc3ccc(Cl)cc3)[nH]n2c(=O)c1CCO | -0.4 | -5.9%
CN(Cc1ccccc1)C(=O)[C@@H]1CCCN1 | -8.2 | -11.8%
Cc1ccc(C(=O)N(C)C)cc1NC(=O)CC1CC2CCC1C2 (stereo unspecified) | -2.7 | -30.0%
CC1CCCCN1C(=O)CSc1nc2ccccc2n1CCC#N (stereo unspecified) | -18.0 | 25.9%
CN(CC(=O)Nc1ccc(Cl)cc1C(F)(F)F)C1CCc2ccccc21 (stereo unspecified) | -0.8 | 18.4%
O=C(Nc1ccc(Cn2cncn2)cc1)c1csc(NC2CCCC2)n1 | -17.7 | -18.6%
Cn1c(=O)c2c(nc(NCc3ccc4c(c3)OCO4)n2Cc2cccc3ccccc23)n(C)c1=O | -1.8 | -20.8%
CCN(CC)C(=O)CSc1nc(N2CCCC2)c2c(c1C#N)CCCC2 | 3.0 | ?
Cc1cc(=O)oc2cc(OCC(=O)NC(C)(C#N)C(C)C)ccc12 (stereo unspecified) | -1.5 | 0.8%
Cc1cc(C(=O)COC(=O)c2nccnc2N)c(C)n1C1CC1 | 0.6 | ?
CC(C)(C)c1nnc2c3cnn(-c4ccccc4)c3ncn12 | 6.7 | -25.9%
CSc1ccc(N/C=C/C(=O)c2ccc(C)c(C)c2)cc1 | 8.7 | -28.1%
CC(Sc1ccccc1)C(=O)Nc1cccc(-n2cnnn2)c1 (stereo unspecified) | 0.3 | -18.8%
Cc1noc(C(C)C)c1C(=O)NCc1cccnc1OC1CCCC1 | -3.3 | 11.4%
COC(=O)c1cccc(COC(=O)c2ccc(C(C)=O)s2)c1 | -6.4 | -16.9%
Cc1ccc(C(NC(=O)Cc2cccs2)C(=O)Nc2ccc3c(c2)OCO3)cc1 (stereo unspecified) | -1.4 | -0.5%
CCCc1c(C(=O)OCC)[nH]c2c1C(=O)CC(c1ccccc1)C2 (stereo unspecified) | 2.2 | 7.7%
COc1ccc(/C=C/C(=O)c2ccc(O)c(CCCl)c2)cc1C | 6.5 | 31.6µM*
Cc1cc2nc(-c3cccc(Br)c3)c(CC3CCCCC3)n2c(C)c1Br | -3.5 | ?
CC(C)(C)c1cc(-c2cc(Br)c(O)c(C(C)(C)C)c2)cc(Br)c1O | 5.3 | ?
COC(=O)c1sc(=S)n(-c2cccc(C(F)(F)F)c2)c1N | 0.4 | ?
COc1ccccc1CNc1nc(NCc2ccccc2OC)n(S(=O)(=O)c2ccccc2)n1 | 14.6 | ?
O=C(CSc1n[nH]c(-c2ccccc2)n1)Nc1ccccc1C(F)(F)F | -4.5 | -17.3%
O=C(O)CC(NC(=O)Cc1cccc(F)c1)c1ccc(F)cc1 (stereo unspecified) | 10.3 | -19.9%
COc1cc(/C=C(/C#N)c2nc3ccccc3[nH]2)cc(Cl)c1OC(C)C | 4.0 | 30.3%[activator]
Cn1c(SCc2nc(N)nc(Nc3ccc(F)cc3)n2)nnc1C1CC1 | 9.9 | 5.9%
Cc1ccc(C(=O)C(C)OC(=O)c2cnccn2)cc1 (stereo unspecified) | -6.3 | ?
CC/C=C(/C)C(=O)NCc1sccc1C | 3.2 | 3.0%
Cc1ccc(C(=O)NCCCS(=O)(=O)Cc2ccccc2)cc1 | -5.7 | -0.6%
O=C(NCCc1cccc(Cl)c1)NC1CC1 | 2.3 | -7.2%
O=S(=O)(/C=C/c1ccccc1)N1C=Cc2ccccc2C1c1c[nH]c2ccccc12 (stereo unspecified) | 22.7 | ?
Cn1cc(C(=O)NC2CCS(=O)(=O)C2)c2ccccc21 (stereo unspecified) | 5.7 | 28.9%
CCOC(=O)C(NC(=O)c1ccccc1)C(F)(F)F (stereo unspecified) | -5.8 | ?
COc1cccc(NC(=O)Cc2c(C)c3ccc(OC)cc3oc2=O)c1 | -4.8 | ?
Nc1cc(OCC(F)(F)F)cc(OCC(F)(F)C(F)F)c1 | -15.1 | 15.0%
CC(Nc1ccc2oc(C(C)(C)C)nc2c1)C(=O)N1CCCC1 (stereo unspecified) | 14.6 | ?
CCCCNC(=O)c1nc(-c2cccnc2)oc1-c1ccc(OC(F)(F)F)cc1 | 1.8 | 40.3%
CC(C)CNc1nc(C(=O)Nc2ccc(Cn3cncn3)cc2)cs1 | 0.0 | 17.1%
CCNC(=O)NC(=O)CN(CC(C)O)c1ccccc1 (stereo unspecified) | 13.0 | -22.4%
Cc1cc(S(=O)(=O)NCC(C)O)c(C)cc1Br (stereo unspecified) | -4.8 | 0.4%
CCc1cc(C#N)c(N)s1 | 7.8 | ?
Cc1nccc(CNC(=O)c2ccc3ncsc3c2)n1 | -0.6 | -27.5%
CCc1ccc(NC(=O)CSc2nnc(C(C)N3C(=O)COc4ccccc43)n2C)cc1 (stereo unspecified) | -1.4 | ?
CN(CCC#N)S(=O)(=O)c1cc(Cl)ccc1Cl | 1.0 | -1.7%
CCc1ccc(-c2nn(Cc3ccccc3)cc2C(=O)N2CCN(CCO)CC2)cc1 | -2.3 | 20.7%
CCOc1ccc2nc(NC(=O)c3nn(Cc4ccccc4)c(=O)c4ccccc34)sc2c1 | 1.5 | 8.5%
COc1ccc(OC)c(C(=O)c2oc3cc(NC(=O)C4CC4)ccc3c2C)c1 | -19.1 | 23.3%
C=C(C)COc1ccc(Cl)cc1C(N)=O | 0.5 | 24.8%
COC(=O)C(Cc1ccccc1)NC(=O)c1ccc2c(c1)NC(=O)CS2 (stereo unspecified) | 0.2 | -63.5%
Cc1ccc(C)c(Sc2ccc(NC(=O)c3cccc(C)c3C)cc2)c1 | 3.9 | 14.1%
Cc1ccc(CC(=O)NCc2cccs2)cc1 | -2.0 | ?
COc1ccc(-c2nc3c(s2)CN(C(C(=O)O)c2c[nH]c4c(OC)cccc24)CC3)cc1OC (stereo unspecified) | -1.5 | -6.4%
(list continues)
SMILES | LDHA inh | ALOX12 inh
Fc1ccc(/C=N/Nc2cc(C(F)(F)F)ccc2Cl)cc1 | 4.0 | ?
COc1ccc(NS(=O)(=O)c2cc(C(=O)N3CCCCCC3)cs2)c(OC)c1 | -12.7 | -0.2%
Cc1ccccc1C1C2=C(CCCC2=O)Nc2nc(SCc3ccc(C(=O)O)cc3)nn21 (stereo unspecified) | 0.1 | ?
CC(C)CSc1nc2c(c(=O)n(C)c(=O)n2C)n1Cc1ccccc1Cl | -0.5 | 5.6%
CC1=C(C(=O)OC2CCCCC2)C(c2ccc(O)cc2)C2=C(CC(C)(C)CC2=O)N1 (stereo unspecified) | 13.3 | -29.1%
CC(C)C(NC(=O)CSc1ccc2c(c1)OCCO2)c1ccc2c(c1)OCCCO2 (stereo unspecified) | -1.6 | -7.0%
O=C(Cn1ccc2ccc(F)cc21)Nc1nnc(C2CCCCC2)s1 | 1.7 | 33.8%[activator]
Cc1ccc(-c2nc(CS(=O)CC(=O)NCCc3ccccc3)c(C)o2)cc1 (stereo unspecified) | 2.1 | -8.6%
Cc1cc2oc(=O)cc(CN3CCN(CCc4ccccn4)CC3)c2cc1C | 0.0 | -34.3%
CCCc1cc(=O)oc2cc(OC(C)C(=O)NCc3ccc(S(N)(=O)=O)cc3)ccc12 (stereo unspecified) | 17.7 | -7.6%
O=C(Nc1cccc2cccnc12)c1cccc(S(=O)(=O)N2CCN(Cc3ccccc3)CC2)c1 | 3.0 | 3.0%
OC12CC3CC(C1)CC(NC/C=C/c1ccccc1)(C3)C2 | 2.5 | -21.2%
CC(=O)c1ccc(C(=O)NC2CCc3ccccc32)s1 (stereo unspecified) | 3.7 | -1.3%
COC(=O)C1=C(C)NC(=O)CC1c1cccc(F)c1 (stereo unspecified) | 1.8 | 37.2%[activator]
CCC1CCCCN1S(=O)(=O)c1ccc(NC(=O)c2cc(-c3ccc(Cl)cc3)on2)cc1 (stereo unspecified) | 2.4 | -3.1%
COc1ccc([C@H]2CC(=O)C[C@@H](CCn3cc(C)nn3)O2)cc1 | 5.0 | -1.1%
Cc1ccc(OCC(=O)Nc2ccc3c(C)cc(=O)oc3c2)cc1 | -5.0 | ?
CC1Cc2nc(SCC(=O)N3CCCC3)n(-c3ccccc3)c(=O)c2S1 (stereo unspecified) | -11.3 | -2.8%
Cc1cc(C)c2nc(N3CCC(C(=O)NCc4ccc(OC(C)C)cc4)CC3)sc2c1 | -4.6 | ?
COc1ccc(S(=O)(=O)N[C@H]2CC[C@H](CCNC(=O)c3ccccc3F)O[C@@H]2CO)cc1 | -4.0 | -23.3%
c1csc(-c2nc(-c3ccc4c(c3)OCCCO4)cs2)c1 | 6.1 | ?
CC(C)CCn1c(NCCO)nc2c1c(=O)n(C)c(=O)n2C | 6.6 | 18.5%
Cc1ccc(C)c(OCC(O)Cn2cnc3sccc3c2=O)c1C (stereo unspecified) | -0.4 | 6.5%
COCCn1c(C)cc(/C=N/n2cnnc2SCc2ccc(Cl)cc2)c1C | -3.0 | -5.1%

Retrieved by structure from the list above, two records:
SMILES | LDHA inh | ALOX12 inh
CC1Cc2nc(SCC(=O)N3CCCC3)n(-c3ccccc3)c(=O)c2S1 (stereo unspecified) | -11.3 | -2.8%
COCCn1c(C)cc(/C=N/n2cnnc2SCc2ccc(Cl)cc2)c1C | -3.0 | -5.1%

Continued.
SMILES | LDHA inh | ALOX12 inh
COc1ccc(Cl)cc1C(=O)Nc1c(N2CCCC2)c2ccccc2oc1=O | -1.9 | ?
Cn1nc(C(=O)Nc2ccccc2C(=O)N2CCCC2)c2ccccc2c1=O | 2.4 | ?
Cc1cccc(NC(=O)c2cc(-c3ccncc3)nc3ccccc23)c1 | 5.5 | 11.4%
CCc1ccc2oc(C(=O)N(Cc3ccccc3)C3CCS(=O)(=O)C3)cc(=O)c2c1 (stereo unspecified) | -1.1 | -46.5%
Cc1ccc2c(=O)cc(C(=O)NCC(c3ccco3)N3CCOCC3)oc2c1 (stereo unspecified) | -21.7 | 24.0%
N#CC1=C(N)N(c2cccc(C(F)(F)F)c2)C2=C(C(=O)CCC2)C12C(=O)Nc1ccc(F)cc12 (stereo unspecified) | 4.5 | 31.3%
CCCCn1c2ccc(F)cc2c2n[nH]c(=S)nc21 | 3.1 | ?
CN(C)CCCn1c(=O)[nH]c(=O)c2c1ncn2C | -2.0 | 27.3%
CCc1ccc(C(=O)NCc2ccco2)cc1 | -0.9 | ?
COc1cc(C(=O)N2CCN(c3ncccn3)CC2)cc(Cl)c1OC | -19.3 | 30.4%
CCc1nn2c(C)c(C(=O)Nc3ccc(F)cc3)nnc2c1-c1ccc(OC)cc1 | -0.5 | -0.3%
